# Assay outcomes from PubChem.
# AmpC no deterg – AmpC beta-lactamase inhibition without detergent; AmpC nitrocefin hydrolysis, absorbance 480 nm, 0.0001% Triton; Potency, µM (series often up to 57.1 µM), for the others: top-dose activity change, negative = inhibition, hits mostly inhibitors; 330,000 compounds, 0.52% hits; AID 485341;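 further: potency means the concentration at half of the fitted maximal effect; plate controls were no compound for no effect and no enzyme for full effect; nearly all actives have a fitted effect of over 20% in size; some results filed as inactive show a strong effect at the top dose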
# Target sequence (P00811 whole entry, looked up): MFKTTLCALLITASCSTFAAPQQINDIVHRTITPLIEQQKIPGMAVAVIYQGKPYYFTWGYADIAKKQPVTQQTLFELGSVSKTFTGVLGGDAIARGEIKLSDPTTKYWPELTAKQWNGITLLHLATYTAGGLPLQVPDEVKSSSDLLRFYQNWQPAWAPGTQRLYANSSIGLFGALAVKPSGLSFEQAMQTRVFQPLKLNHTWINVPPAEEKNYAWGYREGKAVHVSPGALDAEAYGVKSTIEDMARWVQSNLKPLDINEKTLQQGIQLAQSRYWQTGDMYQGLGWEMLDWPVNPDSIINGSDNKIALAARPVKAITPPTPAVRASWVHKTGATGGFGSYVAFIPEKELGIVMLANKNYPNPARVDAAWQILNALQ
#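 AmpC (5.3 nM in the dispensed reagent) in 20 mM phosphate pH 7.0 with 0.01% (detergent screen) or 0.0001% Triton X-100 was preincubated with compounds for 15 min at room temperature. Nitrocefin was then added from an 800 uM solution, and hydrolysis was followed at 480 nm.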
# HCV inhibitor – blocks hepatitis C virus; 340,000 compounds, 3.4% hits; Potency, µM (titrated, usually from 41.8 µM), inactives show at the top dose activity change, negative = inhibition, most hits filed as inhibitors; Huh7.5.1 HCVcc-Cre infection, luciferase reporter, 44 h; further: potency means the concentration at half of the fitted maximal effect
#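 Cells (1,000/well) were plated 4 h before compound, then infected with HCVcc-Cre virus (~0.5 moi). After 44 h further culture, infection was read as luciferase luminescence following a 15 min substrate incubation at room temperature.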
# AmpC inh detg – blocks E. coli AmpC beta-lactamase in detergent assay | P00811 | AmpC hydrolysis of nitrocefin, absorbance 480 nm, 0.01% Triton | Potency, µM (series often up to 114 µM), inactives show at the highest dose activity change, negative = inhibition, actives largely listed as inhibitors | 370,000 compounds, 0.041% hits;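 further: potency means the concentration at half of the fitted maximal effect; 0% = no-compound wells and -100% = no-enzyme wells; nearly all actives have a fitted effect of over 25% in size; some results filed as inactive show a strong effect at the top dose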
#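 20 mM phosphate pH 7.0 + 0.01% (detergent screen) or 0.0001% Triton X-100; 5.3 nM AmpC reagent; cpd preinc 15 min RT; nitrocefin (800 uM stock) to start; A480 q20 s × 4 min; Activity was normalised to no-enzyme and no-compound control wells.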
# LmPK inhibitor – blocks Leishmania mexicana pyruvate kinase activity; 290,000 compounds, 0.37% hits; purified LmPK, Kinase-Glo ATP luminescence, 1 h; Potency, µM (top dose mostly 57.5 µM), for inactives: top-dose activity change, negative = inhibition, hits mostly inhibitors; AID 1721; Q27686; further: potency means the concentration at half of the fitted maximal effect
# Target sequence (Q27686 whole entry, looked up): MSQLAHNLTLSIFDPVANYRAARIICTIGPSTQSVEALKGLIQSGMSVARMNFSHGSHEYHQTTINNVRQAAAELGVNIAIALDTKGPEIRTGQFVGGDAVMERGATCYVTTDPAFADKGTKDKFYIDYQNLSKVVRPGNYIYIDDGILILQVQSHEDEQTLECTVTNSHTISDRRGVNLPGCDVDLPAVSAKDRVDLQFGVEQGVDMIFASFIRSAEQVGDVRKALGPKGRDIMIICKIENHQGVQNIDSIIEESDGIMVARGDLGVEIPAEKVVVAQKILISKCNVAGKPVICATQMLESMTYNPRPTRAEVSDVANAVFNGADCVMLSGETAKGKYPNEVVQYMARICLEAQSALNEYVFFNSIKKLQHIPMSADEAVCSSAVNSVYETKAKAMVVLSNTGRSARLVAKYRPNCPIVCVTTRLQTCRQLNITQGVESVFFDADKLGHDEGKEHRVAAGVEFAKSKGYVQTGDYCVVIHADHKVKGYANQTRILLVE
#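 Screened at intermediate enzyme activity to detect both inhibitors and activators: LmPK at 0.1 nM, with a 0.5 nM enzyme column as activation reference. PEP 0.5 mM, ADP 0.1 mM; ATP detected by luminescence after 1 h.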
# Tb PYK inh – inhibitors of Trypanosoma brucei pyruvate kinase; Q57TT1; Potency, µM (top dose mostly 76.8 µM), for inactives: top-dose activity, negative = inhibition, usual class: inhibitors; TbPYK enzyme, Kinase-Glo Plus ATP luminescence, 45 min; 410,000 compounds, 0.12% hits; AID 624173; further: potency means the concentration at half of the fitted maximal effect; nearly all actives have a fitted effect of over 50% in size
#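 TbPYK + substrate in 50 mM TEA pH 7.2, 100 mM KCl, 10 mM MgCl2, 0.05% BSA, 0.01% Tween-20; cpd pinned; ADP 130 uM final; 45 min RT; Kinase-Glo Plus 10 min; luminescence endpoint.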
# AMA1 RON2 block – disrupts binding of P. falciparum AMA1 to RON2. AlphaScreen AMA1-biotinylated RON2 peptide binding. Potency, µM (top dose mostly 58.2 µM), without a hit: top-dose activity change, negative = inhibition, most hits filed as inhibitors. 360,000 compounds, 0.2% hits. AID 720542;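 further: potency means the concentration at half of the fitted maximal effect; 0% = vehicle wells and -100% = peptide control; nearly all actives have a fitted effect of over 45% in size; some results filed as inactive show a strong effect at the top dose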
#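 AMA1 (3D7) with his tag at 25 nM final met compounds first, then biotinylated RON2 peptide at 25 nM; detection used donor plus acceptor beads, 10 µg/mL apiece, read by AlphaScreen after 30 min at room temperature.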
# HCMV antiviral – inhibitors of human cytomegalovirus; HFF cells, HCMV-luciferase reporter, 72 h; active compounds read low; activity change, negative = inhibition, % at 57.5 µM; 410,000 compounds, 4.5% hits; AID 1259415; in the data active means activity change below about -60%; inconclusive means no clear call, values can overlap the other calls; inactive means above about -39%
#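 Steps: HFFs plated, 16 h 37C; compounds added; HCMV-luciferase added to MOI 1 PFU/cell; 72 h 37C; OneGlo reagent, 5 min room temperature; luminescence read, normalized to controls.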
# The depositor's hits bear a star; ? = inconclusive; / = not tested or not shown; [ ] = remark or other dose. Unless noted, the call rests on the fitted dose curve; in most records, active means well fitted curve in the direction sought with a large enough effect; inconclusive means small, poorly fitted or top-dose-only effect, or another doubt; inactive means no such curve, though single readings can be large; an effect the other way counts as inactive or inconclusive. Unless noted, on the % scale 0 is the no-effect control and ±100 the full control effect. Hits appear at their usual frequency; any-hit rate near 7.5%.
# Letter code: A = AmpC no deterg; B = HCV inhibitor; C = AmpC inh detg; D = LmPK inhibitor; E = Tb PYK inh; F = AMA1 RON2 block; G = HCMV antiviral
COc1ccc(NC(=O)c2cc(-c3cc(Cl)ccc3OC)n[nH]2)c(C)c1
  A = /; B = /; C = /; D = /; E = -4%; F = 0%; G = -30
O=c1c(-c2nc3ccccc3o2)c2oc3ccccc3n2c2ccccc12
  A = -26%; B = -12%; C = -4%; D = -1%; E = /; F = /; G = /
CCC(=O)N1c2ccccc2CC1C(=O)N1CCN(c2ccccc2)CC1 (stereo not drawn)
  A = /; B = /; C = 13%; D = /; E = 1%; F = /; G = 2
CCOC(=O)Cn1cnc2sc3c(c2c1=O)CCC3
  A = -15%; B = ?; C = -8%; D = 1%; E = 3%; F = -7%; G = -30
CC(Sc1nncs1)C(=O)Nc1ccc2c(c1)OCO2 (stereo not drawn)
  A = -16%; B = 10%; C = -9%; D = -1%; E = -5%; F = -9%; G = -30
COc1ccccc1C(=O)Nc1ccnn1C1CCN(Cc2ccc3nonc3c2)CC1
  A = 87%[activator]; B = -20%; C = -6%; D = -8%; E = 0%; F = -3%; G = -30
O=C(Nc1ccccc1)N1CCCN(c2c(Cl)cncc2Cl)CC1
  A = -32%; B = -29%; C = 8%; D = 0%; E = -1%; F = 20%; G = -14
CC(=O)c1ccc(OCCCC(=O)Nc2ccc3c(c2)OCCO3)cc1
  A = -14%; B = ?; C = 5%; D = /; E = 4%; F = 13%; G = -35
c1ccc(-[n+]2nc(Nc3cccc4ccccc34)sc2-c2c3ccccc3cc3ccccc23)cc1
  A = -19%; B = 3.5µM*; C = -5%; D = /; E = -4%; F = ?; G = /
O=C(c1c(F)cccc1F)N1CCN(c2ccccc2F)CC1
  A = 84%[activator]; B = 5%; C = ?; D = -1%; E = 1%; F = 7%; G = 35

# Among those listed so far, three contain a halogen:
# Letter code: A = AmpC no deterg; B = HCV inhibitor; C = AmpC inh detg; D = LmPK inhibitor; E = Tb PYK inh; F = AMA1 RON2 block; G = HCMV antiviral
COc1ccc(NC(=O)c2cc(-c3cc(Cl)ccc3OC)n[nH]2)c(C)c1
  A = /; B = /; C = /; D = /; E = -4%; F = 0%; G = -30
O=C(Nc1ccccc1)N1CCCN(c2c(Cl)cncc2Cl)CC1
  A = -32%; B = -29%; C = 8%; D = 0%; E = -1%; F = 20%; G = -14
O=C(c1c(F)cccc1F)N1CCN(c2ccccc2F)CC1
  A = 84%[activator]; B = 5%; C = ?; D = -1%; E = 1%; F = 7%; G = 35

# Other entries
# Letter code: A = AmpC no deterg; B = HCV inhibitor; C = AmpC inh detg; D = LmPK inhibitor; E = Tb PYK inh; F = AMA1 RON2 block; G = HCMV antiviral
O=C(O)COc1ccccc1/C=N/NC(=O)c1ccc(F)cc1
  A = -23%; B = -4%; C = 4%; D = 3%; E = 2%; F = 51%[activator]; G = -27
Cc1nn(CC(=O)NC2CC2)c(=O)c2cc3ccccc3n12
  A = /; B = /; C = 8%; D = /; E = -1%; F = /; G = 2
O=C(N[C@@H](Cc1ccccc1)C(=O)N1CCN(S(=O)(=O)c2ccc(F)cc2)CC1)c1ccco1
  A = 24%; B = 5%; C = ?; D = /; E = -9%; F = 14%; G = -20
OC(COc1ccccc1)CN1CCCC1 (stereo not drawn)
  A = -1%; B = 14%; C = ?; D = -1%; E = -6%; F = -22%; G = 2
OCCCNC(=S)Nc1ccc2nc(-c3ccccn3)c(-c3ccccn3)nc2c1
  A = -5%; B = -9%; C = -1%; D = -1%; E = -4%; F = 50%[activator]; G = -22
[O-][N+]12CCN(CC1)c1ccccc12
  A = -13%; B = -1%; C = -1%; D = 5%; E = 1%; F = 0%; G = 74
Cc1ccc(C(=O)Nc2c(C(=O)Nc3ccc(C)c(C)c3)sc3nc(C)cc(C)c23)cc1
  A = /; B = /; C = -1%; D = /; E = 0%; F = /; G = -107*
Cn1cnc2c(cnn2C)c1=O
  A = /; B = 6%; C = /; D = /; E = -1%; F = 6%; G = -32
CCN(c1ccccc1)S(=O)(=O)c1ccc(OC)c(NC(=O)c2ccc(=O)[nH]c2)c1
  A = 24%; B = 3%; C = /; D = /; E = 0%; F = 8%; G = -11
NC(=O)CSc1nnc(C2CC2)n1-c1ccccc1
  A = -13%; B = ?; C = -14%; D = -4%; E = 1%; F = 2%; G = -6

# 2 of these compounds, set out differently.
Molecule,AmpC no deterg,HCV inhibitor,AmpC inh detg,LmPK inhibitor,Tb PYK inh,AMA1 RON2 block,HCMV antiviral
O=C(O)COc1ccccc1/C=N/NC(=O)c1ccc(F)cc1,-23%,-4%,4%,3%,2%,51%[activator],-27
Cc1nn(CC(=O)NC2CC2)c(=O)c2cc3ccccc3n12,/,/,8%,/,-1%,/,2

# Additional results follow:
# Letter code: A = AmpC no deterg; B = HCV inhibitor; C = AmpC inh detg; D = LmPK inhibitor; E = Tb PYK inh; F = AMA1 RON2 block; G = HCMV antiviral
CC(C)(C)C1CCCCC1NC(=O)c1ccncc1 (stereo not drawn)
  A = 0%; B = 17%; C = 0%; D = 0%; E = 4%; F = -8%; G = 47
COc1ccc2[nH]c(=O)c(CN(C(=O)C(C)C)c3ccccc3OC)cc2c1
  A = -11%; B = 12%; C = -13%; D = -3%; E = 0%; F = -6%; G = -16
CN(C)S(=O)(=O)N1CCN(C(=O)N2CCCCC2)CC1
  A = -11%; B = -2%; C = -13%; D = -4%; E = 0%; F = -5%; G = 39
Cc1cc(NC(=O)CCC(=O)N(c2ccccc2)C(C(=O)NC(C)(C)C)c2ccccc2Cl)no1 (stereo not drawn)
  A = 31%; B = 16%; C = 3%; D = 0%; E = -8%; F = -5%; G = 8
CC1CCCC(C)N1C(=O)COC(=O)CN1C(=O)c2ccccc2C1=O (stereo not drawn)
  A = 13%; B = 6%; C = /; D = /; E = -2%; F = -1%; G = 0
O=C(O)CC(Cc1ccccc1)C(=O)NCC12CC3CC(CC(C3)C1)C2 (stereo not drawn)
  A = -15%; B = 10%; C = -6%; D = -8%; E = -4%; F = 25%; G = -17
CC(C)C[C@H]1CN(CCCC[C@@H]2CNC(=O)C(=O)N2CC2CCCCC2)C(=O)C(=O)N1Cc1ccccc1
  A = /; B = /; C = /; D = /; E = -1%; F = 3%; G = -21
Cc1ccc(CNc2nc(N)c([N+](=O)[O-])c(NCc3ccccc3)n2)cc1
  A = -8%; B = 0%; C = -15%; D = 0%; E = 3%; F = -13%; G = -61*
O=C(Cc1ccccc1)N[C@H](c1ccccc1)P(=O)(O)CO
  A = -19%; B = 11%; C = -12%; D = -4%; E = 7%; F = 17%; G = -3
O=C(/C=C/c1ccc([N+](=O)[O-])cc1)NCCOc1ccc(F)cc1
  A = -30%; B = -19%; C = 1%; D = 0%; E = 2%; F = -7%; G = 19
CC(C)(C)c1cc(C(=O)N/N=C/c2ccccn2)n[nH]1
  A = -21%; B = 14%; C = -7%; D = 0%; E = 8%; F = 96%[activator]; G = -9
Cc1ccc(S(=O)(=O)N(C)C/N=C(\N)N[N+](=O)[O-])cc1
  A = -1%; B = 10%; C = -16%; D = 1%; E = 2%; F = 12%; G = -6
CCOC(=O)C1Cc2c([nH]c3ccccc23)CN1 (stereo not drawn)
  A = -11%; B = 4%; C = 1%; D = -3%; E = -3%; F = 1%; G = -9
Cc1ccc(Nc2nc(-c3ccncc3)nc3ccccc23)cc1
  A = -17%; B = -62%; C = 0%; D = 0%; E = 0%; F = 4%; G = -1
Cc1cc(C(=O)N/N=C2\CCCC(=O)C2)c2ccccc2n1
  A = -13%; B = 26%; C = ?; D = 4%; E = 6%; F = 9%; G = -14
CC(C)CCNC(=O)c1c(CSc2ccc(Cl)cc2)noc1C(=O)NCc1ccccc1
  A = /; B = 49%[activator]; C = /; D = /; E = 5%; F = 26%; G = 74
COc1ccc(CNC(=O)c2ccc(CS(=O)Cc3cccc(Cl)c3)o2)cc1 (stereo not drawn)
  A = 19%; B = -1%; C = -14%; D = -5%; E = 1%; F = -11%; G = 2
CCCN(CC(=O)Nc1ccccc1C)C(=O)c1ccc(N2CCCC2=O)cc1
  A = -15%; B = 7%; C = -3%; D = /; E = 0%; F = -4%; G = -30
O=C(NN1CCOCC1)c1ccc(Br)s1
  A = -14%; B = 4%; C = -1%; D = 0%; E = 0%; F = 16%; G = -31
CC(=O)Nc1ccc(OCCOc2ccc(/C=C3/C(=N)N4C=CSC4=NC3=O)cc2)cc1
  A = -21%; B = -11%; C = 0%; D = -6%; E = ?; F = 68%[activator]; G = ?
Cc1cccc(NC(=O)c2c(NC(=O)c3ccco3)sc3c2CCC(C(C)(C)C)C3)c1 (stereo not drawn)
  A = /; B = /; C = 15%; D = /; E = 2%; F = /; G = -5
O=S(=O)(c1ccc(S(=O)(=O)N(Cc2ccc(F)cc2)C2CCCC2)cc1)N1CCCC1
  A = -15%; B = 17%; C = -8%; D = 0%; E = -9%; F = 26%; G = -38
CCCN(CCC)S(=O)(=O)c1ccc2c(c1)CCCN2C(C)=O
  A = 73%[activator]; B = 1%; C = -7%; D = -6%; E = 0%; F = 15%; G = -22
O=C(NC(=S)Nc1ncc(Br)cc1Br)c1cncc(Br)c1
  A = /; B = -18%; C = 1%; D = 0%; E = 0%; F = 30%[activator]; G = ?
CCCN1C(=O)CN(C2CCCCCC2)C(=O)C1c1ccc(OCC)c(OC)c1 (stereo not drawn)
  A = /; B = /; C = -5%; D = /; E = 4%; F = /; G = -2
COc1cc2ccccc2cc1C(=O)Nc1ccc2oc(-c3ccccc3)nc2c1
  A = /; B = /; C = 6%; D = /; E = 8%; F = /; G = -14
Cc1nc2sc(C(c3ccc(Cl)cc3)N3CCOCC3)c(O)n2n1 (stereo not drawn)
  A = 13%; B = 14%; C = 2%; D = -4%; E = 2%; F = -14%; G = -101*
CCOc1ccc(C(=O)NCC(=O)NCC(c2ccccc2OC)N2CCCC2)cc1 (stereo not drawn)
  A = -13%; B = 9%; C = -15%; D = /; E = -4%; F = 0%; G = -39
Cc1ccc(-n2cnnn2)cc1S(N)(=O)=O
  A = /; B = /; C = 6%; D = /; E = 1%; F = /; G = 4
O=C(NNC(=S)Nc1ccccc1C(F)(F)F)C1CC1
  A = -8%; B = 9%; C = -10%; D = 3%; E = -5%; F = 89%[activator]; G = 7
Cc1nn2c(=O)cc(COC(=O)c3ccc(F)cc3)nc2s1
  A = /; B = /; C = -1%; D = /; E = -7%; F = /; G = 0
CC(NC(=O)C1CCCC1)c1ccc(Br)cc1 (stereo not drawn)
  A = -13%; B = -2%; C = -2%; D = -2%; E = -7%; F = 57%[activator]; G = 1
